Screening results from PubChem BioAssay.
M5 PAM – CHRM5 positive allosteric modulation. CHO-K1 hM5, Fluo-8 calcium, ACh EC20 PAM; 0% = ACh EC20, 100% = ACh EC100. activation, % at 3 µM. 360,000 compounds, 0.3% hits;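 active means activation above the run cutoff, the mean activation of all test compounds plus 3 SD, cut at about 18% in these data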
Target sequence (P08912 whole entry, looked up): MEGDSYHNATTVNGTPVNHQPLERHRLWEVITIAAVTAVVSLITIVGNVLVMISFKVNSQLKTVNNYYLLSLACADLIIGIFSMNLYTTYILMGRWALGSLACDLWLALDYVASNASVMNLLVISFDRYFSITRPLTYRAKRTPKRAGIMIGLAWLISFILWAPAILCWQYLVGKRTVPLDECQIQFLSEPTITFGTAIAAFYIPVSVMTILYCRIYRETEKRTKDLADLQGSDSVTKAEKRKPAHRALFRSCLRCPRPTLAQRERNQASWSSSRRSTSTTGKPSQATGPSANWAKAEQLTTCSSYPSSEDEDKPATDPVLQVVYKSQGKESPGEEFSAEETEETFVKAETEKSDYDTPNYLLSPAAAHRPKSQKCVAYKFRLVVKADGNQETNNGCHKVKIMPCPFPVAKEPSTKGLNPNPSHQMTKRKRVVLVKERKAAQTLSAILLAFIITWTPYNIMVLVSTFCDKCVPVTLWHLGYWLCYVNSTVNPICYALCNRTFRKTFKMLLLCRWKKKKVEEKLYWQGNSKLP
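Probe or stimulus: acetylcholine, EC20 level; Assay system: human M5 receptor in CHO-K1 cells; Schedule: compound preincubation 140 s before EC20 acetylcholine addition; Technique: intracellular calcium via Fluo-8 fluorescence; Dosing: single-point, 3 µM nominal; Read-out basis: percent activation from peak-over-basal fluorescence ratio, scaled EC20-to-EC100 acetylcholine; Repeats: one well per compound, no replicates.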
CHRM1 antagonist – antagonists of human M1 muscarinic receptor; P11229; CHO-K1 hM1, Fluo-8 calcium fluorescence, ACh EC80 antagonist; inhibition, % at 3 µM; 360,000 compounds, 1.3% hits; AID 588852;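 active means percent inhibition above its own plate's cutoff, namely the mean of that plate's compound wells plus 3 SD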;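 further: peak over basal fluorescence ratio during 140 s after agonist addition; 0% = ACh EC80 plus DMSO and 100% = DMSO alone without agonist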
Target sequence (P11229 whole entry, looked up): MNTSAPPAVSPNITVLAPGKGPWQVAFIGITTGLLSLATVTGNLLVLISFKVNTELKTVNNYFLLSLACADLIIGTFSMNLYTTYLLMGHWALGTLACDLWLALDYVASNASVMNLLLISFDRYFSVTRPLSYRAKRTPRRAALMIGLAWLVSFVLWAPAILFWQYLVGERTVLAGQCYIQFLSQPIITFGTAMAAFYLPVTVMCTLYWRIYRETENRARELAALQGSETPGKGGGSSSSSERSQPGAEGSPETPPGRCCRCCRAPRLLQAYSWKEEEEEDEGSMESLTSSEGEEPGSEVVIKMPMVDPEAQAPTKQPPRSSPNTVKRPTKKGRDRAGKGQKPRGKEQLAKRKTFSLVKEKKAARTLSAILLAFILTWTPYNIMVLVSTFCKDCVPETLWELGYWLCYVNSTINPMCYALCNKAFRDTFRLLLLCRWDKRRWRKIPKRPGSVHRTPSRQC
CHRM5 agonist – agonists of human muscarinic M5 receptor (CHRM5); AID 624037; activation, % at 3 µM; 360,000 compounds, 0.19% hits; P08912; CHO-K1 hM5 cells, Fluo-8 calcium fluorescence; 0% DMSO wells, 100% maximal acetylcholine response;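 active means activation above the run's mean over test compounds plus 3 SD, cut at about 23% in these data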;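 further: signal is peak over basal fluorescence ratio across the kinetic read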
CHRM4 PAM – positive allosteric modulators of human muscarinic M4 receptor; P08173; activation, % at 3 µM; AID 624126; 360,000 compounds, 0.4% hits; CHO-K1 hM4/Gqi5, Fluo-8 calcium fluorescence, ACh EC20; 0% = ACh EC20, 100% = maximal ACh;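 active means activation above its plate's cutoff, the mean activation of sample wells plus 3 SD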; further: some results filed as inactive read as strong as hits
CHRM1 PAM – potentiates human M1 receptor response to acetylcholine; activation, % at 3 µM; AID 588819; 360,000 compounds, 0.088% hits; P11229; CHO-K1 hM1, Fluo-8 calcium fluorescence, ACh EC20; 0% = ACh EC20, 100% = maximal ACh; in the data active means activation above about 19%, passing the limit was not always enough
CHRM4 antagonist – blocks acetylcholine activation of human M4 receptor | CHO-hM4 cells, ACh EC80, Fluo-8 calcium fluorescence | 360,000 compounds, 0.73% hits | inhibition, % at 3 µM | P08173;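 active means inhibition above its plate's cutoff, the mean inhibition of sample wells plus 3 SD, cut at about 27% in these data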;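 further: 0% = acetylcholine EC80 with DMSO and 100% = DMSO without agonist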
M4 ag – agonists of human muscarinic M4 receptor (CHRM4); P08173; CHO-K1 hM4/Gqi5, Fluo-8 calcium fluorescence; vehicle 0%, full acetylcholine response 100%; activation, % at 3 µM; 360,000 compounds, 0.14% hits; AID 624127;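 active means activation above the run mean over all test wells plus 3 SD, cut at about 32% in these data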;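 further: peak over basal fluorescence ratio per well then scaled between controls; 0% = DMSO wells and 100% = acetylcholine at EC100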
CHRM5 antagonist – blocks acetylcholine activation of human M5 receptor | AID 624040 | CHO-hM5 cells, Fluo-8 calcium fluorescence, ACh EC80 | 360,000 compounds, 0.59% hits | inhibition, % at 3 µM;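 active means inhibition above a per-plate cutoff, the mean of that plate's test compounds plus 3 SD, cut at about 27% in these data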;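 further: 0% = acetylcholine EC80 with DMSO and 100% = DMSO without agonist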
CRFBP-R2 agonist – agonists of human CRF-binding protein/CRF-R2 receptor complex. activation, % at 13.2 µM. HEK293 CRF-R2/CRF-BP, calcium dye fluorescence (FLIPR); percent of saturating CRF peptide response. 350,000 compounds, 0.46% hits;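 active means activation of at least 50%, plus an integration ratio under a set limit after plate pattern correction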;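 further: plate controls were neutral control wells without compound for no effect and CRF at EC100 for full effect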
Active calls of the source: *; · = not tested or not shown; & = joins results of further samples. The list is partial; the hit share may differ from the screen's.

SMILES	M5 PAM	CHRM1 antagonist	CHRM5 agonist	CHRM4 PAM	CHRM1 PAM	CHRM4 antagonist	M4 ag	CHRM5 antagonist	CRFBP-R2 agonist
COc1cc(Br)cc(CN2CCN(C)CC2)c1O	-20	59*	-6	-14	-32	41*	1	10	0.1
O=C(NCC1=C(c2cccc3ccccc23)C[C@@H]2CC[C@H]1N2Cc1ccco1)c1ccncc1	3	-8	-2	5	3	-30	3	-2	0.2
CCN(CC)P(c1n(C)cc[n+]1C)N(CC)CC	0	10	-2	1	-6	5	1	3	-0.3
CC(=O)Nc1ccc(S(=O)(=O)NC(CC(=O)N2CCC3(CC2)OCCO3)C(C)C)cc1 (configuration not stated)	1	-15	-4	5	13	5	0	-9	-1.0
CC[C@H]1CN2CCC1C[C@H]2[C@H](O)c1ccnc2ccc(OC)cc12 (some centres not stated)	-11	14	-1	-9	-16	2	1	-5	-0.6
O=C(c1ccccc1F)c1cn(CC(=O)N2CCOCC2)c2ccccc12	4	3	-1	0	0	3	0	-9	-1.8
CCn1cc(CN2CCCC(C(=O)c3cccc(OC)c3)C2)c(C)n1 (configuration not stated)	-6	50*	-10	-5	-34	3	2	1	1.0
COc1ccc(S(=O)(=O)NCc2ccc(C(=O)N3CCC4(CC3)OCCO4)cc2)cc1	-1	-4	2	3	1	5	0	1	8.9
CC(C)C(=O)c1cn(Cc2ccc(C#N)cc2)c2ccccc12	4	-3	-6	4	3	-6	2	-1	7.4
ClCCN(CCCl)c1ccc(-n2cnc3c(Cl)ncnc32)cc1	3	0	0	2	-3	7	-1	12	-0.4
C=CCN1C(=O)CSc2ccc(C(=O)N3CCC4(CC3)OCCO4)cc21	4	11	1	-1	-2	-9	2	-1	1.3
O=c1[nH]c(O)c(C=Nc2ccc(F)c(Cl)c2)c(=O)[nH]1	-4	-4	-4	3	6	-2	1	0	3.6
CCCCNC(=O)CN1C(=O)CN=C(c2ccccc2)c2ccccc21	3	-18	-4	-2	10	-4	0	3	1.4
COC(=O)C1=C(c2cc3ccccc3s2)C[C@@H]2CC[C@H]1N2C(=O)NCc1ccc(F)cc1	-17	31	-13	-14	-35	18	2	14	3.0
O=C(/C=C/c1ccccc1)NCCc1cnc[nH]1	-2	-8	1	-4	2	3	0	1	-1.6
CC(C)CCN1CCN(Cc2c(F)cccc2Cl)CC1CCO (configuration not stated)	3	4	-4	-6	2	2	0	2	1.0
C[C@]12CCC3C(CC[C@H]4C[C@@H](O)CC[C@]34C)C1C/C(=N/O)[C@@H]2O (some centres not stated)	-15	-8	6	-5	3	-8	15	7	0.4
COc1ccc(-n2c(-c3ccccc3F)nc3ccccc3c2=O)cc1	-7	-2	-7	-2	-3	-6	1	17	0.5
CCOC(=O)C1SC2(C(F)(F)C(F)F)CC1(O)c1c(c(OC)c3occc3c1OC)O2 (configuration not stated)	-6	46*	-4	-5	-20	1	9	-3	0.6
COc1ccccc1N1C(=O)CC(=O)NC1=O	6	-19	4	2	12	2	1	-17	18
COc1ccc(CN2C(=O)NC(=O)/C(=C/c3ccc(OC)c(OC)c3OC)C2=O)cc1	-1	3	2	0	0	-7	0	11	0.7
O=C1NC(=O)N(c2cccc(F)c2)C(=O)/C1=C/c1ccc(N2CCOCC2)cc1	7	-6	2	0	6	-4	2	-4	1.0
CCN(CC)CCN=Cc1c(O)n(Cc2ccccc2)c(=O)[nH]c1=O	18&-1	-18&8	-15&-9	-2&26	10&0	-1&22	0&2	-14&23	-0.4&5.1
COC(=O)CCCCC1SCC(NC(=O)c2ccccc2)C1Cl (configuration not stated)	0	12	4	-8	-6	-7	8	9	5.5
Oc1ccc(CC2(N3CCCC3)CCCCC2)cc1	-6	-5	-6	-6	6	8	0	18	-0.8

The list goes on; the last 3 above are carried over.
SMILES	M5 PAM	CHRM1 antagonist	CHRM5 agonist	CHRM4 PAM	CHRM1 PAM	CHRM4 antagonist	M4 ag	CHRM5 antagonist	CRFBP-R2 agonist
CCN(CC)CCN=Cc1c(O)n(Cc2ccccc2)c(=O)[nH]c1=O	18&-1	-18&8	-15&-9	-2&26	10&0	-1&22	0&2	-14&23	-0.4&5.1
COC(=O)CCCCC1SCC(NC(=O)c2ccccc2)C1Cl (configuration not stated)	0	12	4	-8	-6	-7	8	9	5.5
Oc1ccc(CC2(N3CCCC3)CCCCC2)cc1	-6	-5	-6	-6	6	8	0	18	-0.8
O=C(NCCCN1CCOCC1)C(Cl)(Cl)Cl	-3	-9	-1	-2	10	12	0	2	7.7
COC(=O)C1=C(c2ccccc2)C[C@@H]2CC[C@H]1N2C(=O)NC1CC1	-1	1	-4	10	6	-8	0	16	-1.3
CCOC(=O)[C@]12Cc3cc(OC)ccc3[C@H]1N(C1CCCCC1)C(=O)c1ccccc12	9	·	20	-2	·	20	-2	3	·
CN(C(=O)COC(=O)c1cn(C)c2ccccc12)C1CCCCC1	-18	16	-1	-4	-8	4	2	7	-0.3
CC(=O)OCC(=O)[C@H]1CC[C@H]2[C@@H]3CC[C@H]4C[C@H](O)CC[C@]4(C)[C@H]3C(=O)C[C@]12C	-2	-12	3	2	1	-19	5	-7	3.4
CC1CCN(c2cc(Br)c([N+](=O)[O-])cc2F)CC1	2	7	6	-1	-1	0	1	-4	-1.4
COP(=O)(OC)/C(C=O)=N/Nc1ccc([N+](=O)[O-])cc1	-9	-6	-1	-3	1	-1	1	8	-0.1
COCCN1Cc2cc(=O)n3c([nH]c4ccccc43)c2C1=N	-2	-2	3	3	1	-3	2	0	-0.4
C[C@]12CCC3C(CC[C@H]4C[C@@H](O)CC[C@]34C)C1C[C@@H](O)[C@@H]2O (some centres not stated)	-4	8	1	0	-6	-2	4	14	-0.9
CP(=O)(O)CCCN	3	-8	3	4	8	-2	0	-8	0.4
CCCCNC(=O)c1c(N)n(Cc2ccc3c(c2)OCO3)c2nc3ccccc3nc12	1	0	6	3	7	0	6	5	2.5
CCN1C(=O)c2ccccc2Sc2ccc(C(=O)N3CCC4(CC3)OCCO4)cc21	-2	-6	1	5	4	-1	1	1	1.8
Cc1cc(N2CCNCC2)nc2ccccc12	12	-8	-7	-4	7	5	1	-14	0.8
CCCCc1nc(N2CCNCC2)c(C#N)c2c1CSC(C)(C)C2	-15	54*	-6	-14	-20	12	3	7	-4.1
COc1ccc(C(=O)c2nc3ccccc3n2C(C)C)cc1OC	3	-2	-5	-1	1	-12	-1	3	-1.8
O=C(c1ccc2nc(-c3ccco3)c(-c3ccco3)nc2c1)N1CCC2(CC1)OCCO2	-4	-12	-4	1	9	6	1	2	-0.8
COc1ccc(-c2nn(CCC#N)cc2C(=O)Nc2cccc([N+](=O)[O-])c2)cc1OC	-1	6	-1	-6	-8	3	4	-1	-0.1
CC(=O)NC(Cc1ccc(N(CCCl)CCCl)cc1)C(=O)NC(CC(C)C)C(=O)O (configuration not stated)	6	-11	2	10	15	-5	2	-4	0.5
CCCCC(C)C(OC(=O)CC(CC(=O)O)C(=O)O)C(CC(C)CC(O)CCCCC(O)CC(O)C(C)N)OC(=O)CC(CC(=O)O)C(=O)O (configuration not stated)	-4	4	0	6	5	-18	1	6	-0.6
COC(=O)c1cc(C(O)(C(=O)OC)C(F)(F)F)c(/N=C/N(C)C)s1 (configuration not stated)	3	6	2	1	-2	1	1	-4	-1.1
Cc1ccc2c(c1)N(CCC(=O)N1CCC3(CC1)OCCO3)C(=O)C(C)O2 (configuration not stated)	-2	-4	1	11	2	0	2	-4	1.1
Cc1ccccc1[N+](=O)[O-]	3	-11	2	5	8	-4	1	-1	13
O=c1[nH]c(=O)n(-c2ccc(Cl)cc2)c(O)c1C=Nc1ccc(S(=O)(=O)Nc2nccs2)cc1	1	4	-1	-11	0	9	1	-2	3.1
Cn1nc(-c2ccc(OCC(=O)N3CCN(Cc4ccccc4)CC3)cc2)c2ccccc2c1=O	-15	8	5	-21	-11	7	15	13	-0.3&4.9
O=C(c1ccco1)c1cn(Cc2ccccc2Cl)c2ccccc12	-4	-4	1	9	-3	8	1	10	-0.7
Other results.
SMILES	M5 PAM	CHRM1 antagonist	CHRM5 agonist	CHRM4 PAM	CHRM1 PAM	CHRM4 antagonist	M4 ag	CHRM5 antagonist	CRFBP-R2 agonist
COC1=CC=C2[C@H]3Cc4ccc(OC)c5c4[C@@]2(CCN3C)C1O5 (some centres not stated)	4	9	0	5	1	-8	1	-6	-1.0
C=CCn1c(O)c(C(C)=NC2CCN(Cc3ccccc3)CC2)c(=O)[nH]c1=O	0	-14	-5	-4	10	-11	1	13	0.4
Nc1cc(N2CCNCC2)c([N+](=O)[O-])cc1Cl	-5	5	-3	1	-5	10	0	2	-2.3
CC/C=C/CC(=O)N[C@@H](c1ccccc1)[C@@H](O)C(=O)O[C@H]1C[C@@]2(O)[C@@H](OC(=O)c3ccccc3)C3[C@](C)(C(=O)[C@H](OC(C)=O)C(=C1C)C2(C)C)[C@@H](O)C[C@H]1OC[C@@]31OC(C)=O (some centres not stated)	-2	-5	0	-2	-1	4	0	4	-1.6
Cc1c(C(=O)C(=O)N2CCC3(CC2)OCCO3)c2ccccc2n1C	2	1	-1	-4	3	-13	5	-8	2.7
Cc1ccc(-n2c(O)c(/C=N/NC(=O)c3ccncc3)c(=O)[nH]c2=O)cc1	1	11	1	6	-3	0	1	4	0.9
C[C@@H]([C@@H](O)c1ccccc1)N(C)C(=O)Cc1ccccc1	9	2	2	14	5	0	2	2	0.9
Cc1cccnc1-n1c(-c2ccccc2)nc2ccccc2c1=O	6	-3	-2	-6	8	8	0	-8	-0.9
CCCCn1c(O)c(C(C)=NCCc2ccccc2)c(=O)[nH]c1=O	1	-9	-2	14	10	1	2	6	0.2
C=CC(=O)NCNC(=O)C=C	-2	-11	1	4	6	-9	3	-5	0.3
COc1ccc(Cn2c(N)c(C(=O)NCc3ccco3)c3nc4ccccc4nc32)cc1OC	13	-5	5	20	4	-4	3	-1	2.9
CC(C)N(CC(O)c1cccc([N+](=O)[O-])c1)C(C)C (configuration not stated)	-1	8	-6	-8	-2	3	0	-2	-1.9
COC(=O)c1ccccc1N=Cc1c(O)[nH]c(=O)[nH]c1=O	-4	-13	-2	1	12	0	0	7	0.5
O=C(CN1CC=C(c2ccccc2)CC1)NC(=O)NCc1ccccc1	-4	-1	-2	-2	3	6	0	7	-1.5
O=C1CC(=O)N(c2ccccc2)C(=O)N1c1ccccc1	-2	-3	4	1	1	3	1	14	1.8
CN1CCCN(C(=O)COc2cccc(C(F)(F)F)c2)CC1	-7	-1	-7	-4	3	1	0	21	-0.6
COCCNC(=O)N1[C@H]2CC[C@@H]1C(C(=O)OC)=C(c1ccc(-c3ccccc3)c(F)c1)C2	-6	6	-6	-6	-5	-1	5	16	-4.0
O=C(c1cc(-c2ccc(Cl)cc2)n(-c2ccc(Cl)cc2Cl)n1)N1CCOCC1	5	-9	-6	11	3	-5	0	-5	0.1
COC(=O)C1=C(c2ccccc2OCc2ccccc2)C[C@@H]2CC[C@H]1N2C(=O)NCc1ccc(OC)cc1	-4	18	-2	4	-12	4	8	3	2.0
Cc1ccc(-n2c(C)cc(/C=C3/C(=O)NC(=O)N(C)C3=O)c2C)cc1	-5	-9	-2	1	8	1	1	3	2.4
